High-throughput results deposited in PubChem by NCI.
All columns: NCI-60 one-dose screen, growth in % after 48 h at 10 µM unless noted; 100 = growth as untreated, 0 = no growth, -100 = all killed.
SN12C: SN12C renal cancer cells; 81,000 tested, 3.8% active; AID 1794767
NCI/ADR-RES: NCI/ADR-RES ovarian cells | AID 1794790 | 81,000 tested, 4.4% active
IGROV1: IGROV1 ovarian cancer. 79,000 tested, 4.7% active. AID 1794786
OVCAR-5: OVCAR-5 ovarian cancer | 82,000 tested, 2.9% active
NCI-H226: NCI-H226 lung cancer | 79,000 tested, 3.5% active
SK-OV-3: SK-OV-3 ovarian cancer cells; 80,000 tested, 3.2% active; AID 1794785
NCI-H23: NCI-H23 lung cancer; 80,000 tested, 4% active; AID 1794731
OVCAR-4: OVCAR-4 ovarian cancer cells | AID 1794784 | 80,000 tested, 3.7% active
OVCAR-3: OVCAR-3 ovarian cancer; AID 1794787; 79,000 tested, 7% active
An asterisk follows results filed as active; . = no result given. How the source made its calls: active means growth percent below 10; inactive means the rest.

SMILES	SN12C	NCI/ADR-RES	IGROV1	OVCAR-5	NCI-H226	SK-OV-3	NCI-H23	OVCAR-4	OVCAR-3
O=C(O)CSc1ccc(N=Cc2ccc(N(CCCl)CCCl)cc2)cc1	63.0	62.2	90.7	106.4	32.8	51.6	61.2	81.0	73.4
CC(=O)O[C@H]1CC[C@H]2[C@@H]3CC[C@H]4CCCC[C@]4(C)[C@H]3CC[C@]12C	.	99.1	127.8	99.2	107.6	134.8	97.6	103.5	137.2
NN	108.8	99.3	91.6	105.3	112.3	104.6	101.2	107.1	103.7
CCOC(=O)N(CCO)[N+](=O)[O-]	97.3	106.1	104.5	110.5	100.9	104.2	103.3	111.1	120.0
OCCCN1CCN(c2cccc(Cl)c2)CC1	96.1	110.8	99.1	94.5	101.0	109.6	106.2	102.6	107.7
COCCOP(=O)(N1CC1C)N1CC1C (centres undefined)	104.9	111.9	113.2	107.8	102.3	105.9	115.1	117.5	111.3
CSc1ncc(Br)c(N2CC2)n1	105.3	100.5	102.9	96.9	109.8	112.3	97.5	119.9	115.5
CC/C=C(\C)C1(CC)C(=O)NC(=S)NC1=O	102.6	113.0	119.8	100.2	91.1	112.5	111.5	99.0	95.0
ClCCN(CCCl)c1ccc(CNc2ccccc2)cc1	41.0	66.4	68.1	80.4	81.6	86.2	64.7	72.4	92.5
Cc1ccc(C(=O)NCCCOc2ccc(N)cc2Cl)cc1S(=O)(=O)F	105.2	103.3	95.5	102.3	89.0	82.1	98.9	97.5	98.8
N#CC(Br)C(N)=O (centres undefined)	100.9	103.5	109.6	103.5	96.0	97.5	99.4	106.4	99.8
CN[C@@]1(c2ccccc2Cl)CCCC[C@@H]1NCC1CCCO1 (some centres undefined)	96.8	100.9	101.7	97.4	97.8	111.5	97.4	93.8	115.7
CC(C)=CC1C(C(=O)OCCCc2ccc3c(c2)OCO3)C1(C)C (centres undefined)	100.7	102.6	102.7	96.7	99.4	102.2	102.0	108.2	105.0
COc1cc(C=O)c(OC)c2c1OCO2	107.0	111.5	104.7	102.9	99.4	92.4	101.9	97.1	115.5
CC1=C[C@H]2O[C@@H]3C[C@@H](O)[C@](C)([C@@]2(C)CC1)[C@@]31CO1	25.4	36.1	28.3	78.9	29.9	22.9	28.4	32.0	38.9
CC(=O)O[C@H]1CC[C@H]2[C@@H]3[C@H](C)CC4=CC(=O)CCC4[C@H]3CC[C@]12C (some centres undefined)	97.1	82.4	.	82.9	92.6	125.5	102.4	92.5	113.2
C[N+](C)(C)CCOS(=O)(=O)[O-]	99.1	105.4	114.1	112.5	99.4	117.9	116.2	107.9	121.3
CCCCCN(CCCCC)CC(O)c1cc(Cl)c(Cl)cc1C (centres undefined)	85.7	94.2	81.3	85.2	85.4	94.1	83.0	103.0	100.4
CCOc1ccc(N)cc1	106.7	99.5	100.0	100.9	101.6	103.3	96.9	102.7	106.9
O=S(=O)(O)OOS(=O)(=O)O	93.2	109.8	92.9	104.5	97.4	103.0	106.4	98.2	99.1
CCOP(=S)(N/N=C\C(C)(C)C1CCCCC1)OCC	106.4	102.4	93.0	96.1	108.1	92.2	87.1	90.6	102.2
CN=C1CN=C(c2ccccc2)c2cc(Cl)ccc2N1	96.7	102.4	124.1	108.8	107.8	104.4	101.4	94.5	110.7
CCOP(=O)(OCC)/C(C#N)=C/c1nc[nH]c1C	97.1	104.3	117.1	105.0	94.1	92.4	105.3	107.9	112.1
CC1(C)CC2CCC(O)C2C(CCO)N1 (centres undefined)	97.9	105.9	115.6	92.1	100.6	107.2	96.5	100.9	111.7
COc1ccccc1-c1nc2c(s1)CC[C@@]1(C)C2=CC[C@@H]2[C@@H]1CC[C@]1(C)C(=O)CC[C@@H]21	101.5	108.7	106.6	116.4	110.5	106.8	103.1	110.4	108.9
COc1cc(C)c(C[N+](C)(C)C)c(OC)c1	102.2	98.0	121.7	106.3	104.5	113.8	100.8	106.7	114.5
CCCCC(=O)c1ccccc1	97.8	112.7	103.5	106.7	111.7	112.6	106.6	.	121.3
CCOC(=O)CP(=S)(S)c1ccccc1 (centres undefined)	89.1	111.3	105.9	104.6	101.2	100.3	105.1	98.5	107.6

Already shown: entries from further up.
SMILES	SN12C	NCI/ADR-RES	IGROV1	OVCAR-5	NCI-H226	SK-OV-3	NCI-H23	OVCAR-4	OVCAR-3
CCOP(=S)(N/N=C\C(C)(C)C1CCCCC1)OCC	106.4	102.4	93.0	96.1	108.1	92.2	87.1	90.6	102.2
CN=C1CN=C(c2ccccc2)c2cc(Cl)ccc2N1	96.7	102.4	124.1	108.8	107.8	104.4	101.4	94.5	110.7
CCOP(=O)(OCC)/C(C#N)=C/c1nc[nH]c1C	97.1	104.3	117.1	105.0	94.1	92.4	105.3	107.9	112.1
CC1(C)CC2CCC(O)C2C(CCO)N1 (centres undefined)	97.9	105.9	115.6	92.1	100.6	107.2	96.5	100.9	111.7
COc1ccccc1-c1nc2c(s1)CC[C@@]1(C)C2=CC[C@@H]2[C@@H]1CC[C@]1(C)C(=O)CC[C@@H]21	101.5	108.7	106.6	116.4	110.5	106.8	103.1	110.4	108.9
COc1cc(C)c(C[N+](C)(C)C)c(OC)c1	102.2	98.0	121.7	106.3	104.5	113.8	100.8	106.7	114.5

Full records, looked up by structure:
Record of `CCOC(=O)CP(=S)(S)c1ccccc1` (centres undefined) = SN12C = 89.1; NCI/ADR-RES = 111.3; IGROV1 = 105.9; OVCAR-5 = 104.6; NCI-H226 = 101.2; SK-OV-3 = 100.3; NCI-H23 = 105.1; OVCAR-4 = 98.5; OVCAR-3 = 107.6
Record of `CCOP(=O)(OCC)/C(C#N)=C/c1nc[nH]c1C` = SN12C = 97.1; NCI/ADR-RES = 104.3; IGROV1 = 117.1; OVCAR-5 = 105.0; NCI-H226 = 94.1; SK-OV-3 = 92.4; NCI-H23 = 105.3; OVCAR-4 = 107.9; OVCAR-3 = 112.1

These rows are one share of the data, so the mix of outcomes need not match the whole.
